AddAB inh = less growth of phage-infected E. coli with AddAB; E. coli expressing H. pylori AddAB, absorbance growth; inhibition, % at 11.9 µM; 330,000 compounds, 0.29% hits; AID 435030; in the data active means inhibition above about 12%;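 further: 0% = vehicle wells of infected cells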
MOR-DOR inv ag = inverse agonists of human mu-delta opioid receptor heterodimerization; cell-based MOR-DOR heterodimer luminescence, inverse agonism; inhibition, % at 9.3 µM; 340,000 compounds, 0.21% hits; in the data active means inhibition above about 22%, passing the limit was not always enough;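 further: 0% = cells with DMSO and 100% = wells without cells with DMSO; values of inactives mirror those of a sister screen read the other way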
PKA-R1A act = activators of PKA-R1A complex; PKA-R1A dissociation, Cy5-IP20 fluorescence polarization; scaled: DMSO 0%, 113 µM cGMP 100%; activation, % at 11.4 µM; 340,000 compounds, 0.083% hits; AID 504707;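 active means percent activation above the mean of all tested compounds plus 3 SD, cut at about 19% in these data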;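 further: higher means more PKAc released from R1A so a rise in polarization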
Mot1-301 SUMO = SUMOylation pathway inhibition by Mot1-301 growth rescue. S. cerevisiae Mot1-301 growth rescue, ATP luminescence, 38.5C; percent above DMSO median, 100 means doubled. growth rescue, % at 18.8 µM. 320,000 compounds, 1% hits;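 active means every valid replicate shows activation above 250% relative to neutral control wells; inactive means the rest, any valid replicate at or below 250%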;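 further: OY570 slx delta 5 strain wells were the positive control but not used for scaling; some compounds called inactive have numbers as strong as hits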
Arr AP2 block = blocks beta-arrestin peptide binding to AP2 adaptin | FITC-arrestin peptide / GST-AP2 beads, flow cytometry; AP2 beta2 appendage carries R879A mutation | inhibition, % at 10 µM | 340,000 compounds, 0.31% hits;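 active means inhibition above a set limit, near 3 SD of compounds lacking own fluorescence, cut at about 54% in these data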;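 further: plate controls were DMSO wells for no effect and 5 µM unlabelled arrestin peptide for full effect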
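Material – AP2 appendage R879A on GSH beads · Buffer or medium – PBS with 0.05% Tween 20 and 0.1% BSA · Probe or stimulus – fluorescein-tagged arrestin peptide at 50 nM final · Incubation – compound with beads 12 min RT, then probe 1 h RT · Detection – high-throughput flow cytometry of beads, ex 488, em 535 nm · Evaluation – percent response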
Ecoli viability = bacterial growth inhibition, counter-screen for AddAB inhibitors; E. coli V3065 growth, OD600 absorbance, 18 h; inhibition, % at 11.9 µM; 330,000 compounds, 0.27% hits; AID 449728;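 active means inhibition above the campaign's mean inhibition across all tested compounds plus 3 SD, cut at about 9.9% in these data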;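 further: uninfected addAB+ strain grown without phage in ampicillin broth; 0% = DMSO wells and 100% = ciprofloxacin 0.95 µg/ml wells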
MOR-DOR ag = agonists of human mu-delta opioid receptor heterodimerization; cells, OPRM1-OPRD1 heterodimerization, luminescence; 340,000 compounds, 0.3% hits; activation, % at 9.3 µM; P35372+P41143; in the data active means activation above about 18%;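 further: 0% = vehicle-treated cells and 100% = reference agonist; values of inactives mirror those of a sister screen read the other way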
PfHsp90 set2 = inhibits growth of yeast expressing Plasmodium falciparum Hsp90. AID 504621. 310,000 compounds, 0.32% hits. S. cerevisiae expressing PfHsp90, BacTiter-Glo ATP, 48 h; yeast lacking PDR1 and PDR3 efflux regulators. inhibition, % at 9.4 µM;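 active means every replicate shows inhibition above about 80%, whatever the replicate mean, limit read from the data; inconclusive means mean inhibition reaches the set limit but some replicate falls short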;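 further: 0% = DMSO neutral controls and 100% = 20 µM radicicol positive controls; yeast relying on Plasmodium falciparum Hsp90 in place of its own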
Tat transport = blocks Tat-dependent protein export in E. coli | E. coli MC4100 TorA-mCherry Tat export, fluorescence | inhibition, % at 10 µM | 340,000 compounds, 0.036% hits | AID 488895;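 active means mean replicate inhibition at least 50% and at least half of replicates individually reaching 50%; inconclusive means only one of the two criteria met; inactive means neither criterion met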;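 further: exported cargo escapes ClpAP degradation while cytoplasmic cargo is degraded and loses fluorescence; 0% = median of neutral control wells and 100% = median of NaSCN control wells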
phage Ecoli inh = E. coli growth loss with phage present; growth absorbance; inhibition, % at 11.9 µM; 360,000 compounds, 0.26% hits; AID 651602; in the data active means inhibition above about 11%
Pemphigus Ab inh = human desmoglein-3 autoantibody binding inhibition; P32926; DSG3-coupled beads, scFv-anti-DSG3-GFP binding, flow cytometry; active compounds read low; binding (percent of control), % at 10 µM; 310,000 compounds, 0.48% hits; AID 588358;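 active means binding more than 3 SD below its plate's average and above zero; inconclusive means below that plate limit but binding exactly zero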;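 further: hits lower antibody fragment binding to DSG3; some compounds called inactive have numbers as strong as hits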
Target sequence (P32926 whole entry, looked up, the tested form may be a part): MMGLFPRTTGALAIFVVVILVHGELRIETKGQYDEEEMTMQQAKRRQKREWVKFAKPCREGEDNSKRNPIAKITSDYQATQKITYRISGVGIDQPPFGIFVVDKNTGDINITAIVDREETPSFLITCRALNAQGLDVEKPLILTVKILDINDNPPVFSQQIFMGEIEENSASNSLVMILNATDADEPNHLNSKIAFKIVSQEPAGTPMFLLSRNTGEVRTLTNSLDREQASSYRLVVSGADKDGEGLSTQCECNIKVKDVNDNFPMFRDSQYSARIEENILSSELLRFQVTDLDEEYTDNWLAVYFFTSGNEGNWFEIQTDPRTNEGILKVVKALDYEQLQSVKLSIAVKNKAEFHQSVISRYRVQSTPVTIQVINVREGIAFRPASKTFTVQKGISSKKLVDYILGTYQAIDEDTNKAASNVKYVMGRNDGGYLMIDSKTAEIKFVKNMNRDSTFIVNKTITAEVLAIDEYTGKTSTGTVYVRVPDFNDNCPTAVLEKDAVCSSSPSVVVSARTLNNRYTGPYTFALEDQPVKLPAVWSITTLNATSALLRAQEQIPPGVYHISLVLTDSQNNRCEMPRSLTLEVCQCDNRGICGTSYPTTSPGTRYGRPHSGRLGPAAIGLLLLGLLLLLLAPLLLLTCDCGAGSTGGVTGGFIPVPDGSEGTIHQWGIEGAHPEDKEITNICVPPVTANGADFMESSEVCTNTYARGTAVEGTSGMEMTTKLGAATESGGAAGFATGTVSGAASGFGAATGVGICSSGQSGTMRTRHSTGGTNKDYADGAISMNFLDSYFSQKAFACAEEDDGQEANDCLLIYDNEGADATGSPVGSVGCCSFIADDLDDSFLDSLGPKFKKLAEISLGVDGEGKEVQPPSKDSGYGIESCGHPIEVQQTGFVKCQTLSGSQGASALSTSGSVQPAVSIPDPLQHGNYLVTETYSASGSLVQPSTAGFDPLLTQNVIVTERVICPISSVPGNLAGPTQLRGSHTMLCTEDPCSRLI
An asterisk follows results filed as active; ? = inconclusive; / = no result given. These rows are one share of the data, so the mix of outcomes need not match the whole.

SMILES	AddAB inh	MOR-DOR inv ag	PKA-R1A act	Mot1-301 SUMO	Arr AP2 block	Ecoli viability	MOR-DOR ag	PfHsp90 set2	Tat transport	phage Ecoli inh	Pemphigus Ab inh
COc1ccc(-n2c(-c3ccc(C)cc3)nc3ccccc3c2=O)cc1	1.5	9.8	-1.9	3.8	-18.0	-0.2	-1.9	-0.5	-14.0	2.3	/
COC(=O)C1=C(c2ccc(F)cc2OCc2ccccc2)C[C@@H]2CC[C@H]1N2C(=O)NCc1ccccc1Cl	1.4	1.9	-6.0	9.7	0.3	-1.2	-0.3	-6.3	-1.2	1.6	98.9
COc1cccc(NC(=O)CN2CC(c3ccccc3)CC2=O)c1 (stereo unspecified)	-0.2	14.3	-8.1	24.1	5.2	-1.2	-2.8	9.9	-7.3	1.5	110.7
CCCCCCC(=O)N/N=C/c1c(O)n(CCCC)c(=S)[nH]c1=O	-5.0	6.2	-6.1	26.8	18.1	-5.0	-1.2	6.5	3.6	0.0	112.9
Cc1cccc(-n2c(O)c(C)c(=O)[nH]c2=S)c1	/	-2.4	6.5	/	-25.0	/	0.4	-0.5	-1.3	3.4	103.2
O=C1CC(=O)N(c2cccc(Cl)c2)C(=O)N1	-2.3	9.3	3.6	21.7	8.7	0.2	-1.6	4.4	5.9	-0.9	103.3
CC(=NCC1CCCO1)c1c(O)n(-c2ccccc2)c(=O)[nH]c1=O (stereo unspecified)	0.7	10.5	-6.1	-15.9	-4.3	1.5	-2.1	-19.8	2.6	2.7	95.0
CCCCC(CC)COC(=O)c1ccccc1C(=O)OCC(CC)CCCC (stereo unspecified)	2.6	-9.0	3.3	73.5	2.4	0.5	1.6	7.9	3.0	1.9	115.8
C/C(=N\N=C(N)N)c1ccccc1	5.1	12.6	2.2	-8.1	11.2	3.4	-2.5	6.7	2.1	4.3	90.6
COc1ccc(N2C(=O)NC(=O)C(CCc3ccncc3)(CCc3ccncc3)C2=O)cc1	1.4	13.5	-2.1	-6.1	-16.6	-1.9	-2.9	1.8	-1.6	0.4	/
COc1ccc([N+](=O)[O-])cc1N=Cc1c(O)n(CCc2ccccc2)c(=O)n(C(C)C)c1=O	0.7	-4.1	-0.2	15.6	0.9	-2.2	0.6	-3.4	6.8	6.2	95.7
C[n+]1c(-c2ccccc2)cc(-c2ccc(Cl)cc2)cc1-c1ccccc1	1.8	14.3	1.0	-10.7	-16.8	1.9	-2.9	-18.3	-3.0	4.1	101.6
COc1ccc(NC(=O)c2cn(CCC#N)nc2-c2ccc(OC)c(OC)c2)cc1	-1.0	8.4	-11.3	-6.6	-9.3	0.4	-1.7	18.8	-10.2	2.5	122.6
O=C(Nc1ccc2ccccc2c1)c1nn(C23CC4CC(CC(C4)C2)C3)cc1Br	-1.7	5.0	9.7	-8.3	4.2	0.8	-0.9	-15.2	14.5	1.7	/
c1ccc2c(c1)[IH]c1ccccc1-2	/	-54.3	2.9	/	-9.2	/	9.8	30.3	7.5	100.8*	107.3
CN1C(=O)/C(=C/c2cccn2-c2ccc3ccccc3c2)C(=O)NC1=S	1.5	7.5	0.6	8.1	-1.1	0.5	-1.8	1.6	-7.6	0.3	79.3
CCCCC1(CC)COP(=O)(OCC(Cl)(Cl)Cl)OC1 (stereo unspecified)	/	11.6	0.4	/	38.3	/	-2.2	/	7.7	3.8	101.7
Cc1ccc(S(=O)(=O)Cc2ccc(C(=O)N3CCC4(CC3)OCCO4)o2)cc1	1.4	7.9	2.0	91.1	-6.4	2.9	-1.6	-40.2	3.7	2.3	88.1
C=C(C)Cn1c(=O)n(CC2CS2)c2ccccc21 (stereo unspecified)	4.0	4.8	-10.7	-1.6	-11.2	-1.3	-0.9	12.6	7.3	-0.6	121.2
CC(=Nc1ccc2c(c1)CCC2)c1c(O)n(C2CCCCC2)c(=O)[nH]c1=O	0.0	4.3	-1.1	5.5	34.0	-1.8	-0.9	-0.5	-17.8	0.3	100.4
CCN(CC)c1ccc(N=Cc2c(O)n(-c3cc(OC)ccc3OC)c(=O)[nH]c2=O)cc1	5.5	-25.6	-17.2	85.9	14.6	0.3	4.5	6.1	3.9	3.6	110.0
Cc1ccc2c(c1)c(=O)c1c3n2CCN(CC2CO2)C3CC1 (stereo unspecified)	2.1	2.1	-4.5	125.4	-14.2	0.1	-0.4	-6.4	-4.8	5.0	99.7
CC(=O)O[C@@H]1CC[C@]2(C)C3CC[C@]4(C)C(=O)[C@H](O)CC4C3[C@@H](OC(C)=O)C[C@H]2C1 (stereo partly specified)	-0.7	-1.0	-13.4	7.7	3.0	-0.1	0.2	12.0	8.3	1.9	92.1
CC(C)OP(=O)(OC(C)C)C(NCc1ccccc1)c1ccccc1 (stereo unspecified)	-3.0	0.8	-1.7	16.7	4.4	-3.4	-0.2	6.9	4.8	2.2	102.4
O=c1[nH]c(=S)[nH]c(O)c1N=Nc1ccc(SC(F)F)cc1	1.2	22.4	2.1	-14.3	4.3	0.9	-4.1	20.8	-2.0	1.1	97.1
Later entries
SMILES	AddAB inh	MOR-DOR inv ag	PKA-R1A act	Mot1-301 SUMO	Arr AP2 block	Ecoli viability	MOR-DOR ag	PfHsp90 set2	Tat transport	phage Ecoli inh	Pemphigus Ab inh
O=C1CC2OCC=C3CN4CCC56c7cc([N+](=O)[O-])ccc7N1C5C2C3CC46 (stereo unspecified)	1.2	6.8	-15.2	7.4	3.8	0.8	-0.9	-28.7	-0.5	2.2	89.1
COc1ccc(NC2Oc3cc4c(cc3C(c3cc(OC)c(OC)c(OC)c3)C2C)OCO4)cc1 (stereo unspecified)	/	-5.7	11.6	/	-2.3	/	1.3	20.1	2.3	4.1	94.5
CCCCNC(=O)Nc1ccc(C(O)(C(=O)OCC)C(F)(F)F)cc1 (stereo unspecified)	1.6	-5.3	-9.7	-6.0	29.6	-1.9	0.9	6.8	4.1	3.4	94.3
CC[C@H]1CN2CCC1C[C@@H]2[C@@H](O)c1ccnc2ccc(OC)cc12 (stereo partly specified)	/	5.0	-2.3	/	-10.8	/	-0.9	-9.9	?	4.3	102.3
CCOC(=O)c1ccc(-[n+]2c(-c3ccccc3)cc(-c3ccccc3)cc2-c2ccccc2)cc1	-0.1	5.1	-4.4	-25.2	-6.4	-0.9	-0.9	-19.7	5.7	/	102.3
CCN1C(=O)NC(=O)/C(=C/c2cc(C)n(-c3sc(C)c(C)c3C#N)c2C)C1=O	4.1	6.1	-8.6	5.4	2.5	2.1	-1.1	17.9	-2.7	0.6	97.5
CN(C)c1cc(N)c2c(n1)CCC2 (tested in a mixture with another compound)	0.2	5.0	-5.0	5.1	8.3	-2.2	-1.0	-32.3	2.4	2.7	103.8
C=C(COC(=O)CCC(=O)O)CC1CC(O)[C@]2(C)OC3CC4OC5C[C@]6(C)O[C@]7(C)CCC8OC9C[C@]%10(C)OC%11C(C)=CC(=O)OC%11CC%10OC9C[C@@H](C)C8OC7CC6O[C@]5(C)C/C=C\C4OC3CC2O1 (stereo partly specified)	1.4	10.3	-4.0	-18.5	-4.9	0.6	-1.8	-4.7	-1.9	/	95.9
CC(=O)N1CCN(c2ccc(N=Cc3c(O)n(-c4ccc(Cl)cc4)c(=O)[nH]c3=O)cc2)CC1	1.1	5.2	-4.0	-2.2	3.6	-2.9	-1.1	-49.4	12.0	2.9	97.1
Cc1cc(C)cc(NC2=NCCCS2)c1	0.6	-14.1	-5.9	9.1	-5.8	0.7	2.6	0.9	9.3	4.3	116.2
COc1cccc(C2(C#N)CCN(C)CC2)c1	2.6	6.5	-4.1	-11.4	-3.0	1.4	-1.2	/	-0.9	1.2	124.1

A second format for some results above:
The line under a structure holds: AddAB inh | MOR-DOR inv ag | PKA-R1A act | Mot1-301 SUMO | Arr AP2 block | Ecoli viability | MOR-DOR ag | PfHsp90 set2 | Tat transport | phage Ecoli inh | Pemphigus Ab inh
> COc1ccc(-n2c(-c3ccc(C)cc3)nc3ccccc3c2=O)cc1
  1.5 | 9.8 | -1.9 | 3.8 | -18.0 | -0.2 | -1.9 | -0.5 | -14.0 | 2.3 | /
> COC(=O)C1=C(c2ccc(F)cc2OCc2ccccc2)C[C@@H]2CC[C@H]1N2C(=O)NCc1ccccc1Cl
  1.4 | 1.9 | -6.0 | 9.7 | 0.3 | -1.2 | -0.3 | -6.3 | -1.2 | 1.6 | 98.9
> COc1cccc(NC(=O)CN2CC(c3ccccc3)CC2=O)c1 (stereo unspecified)
  -0.2 | 14.3 | -8.1 | 24.1 | 5.2 | -1.2 | -2.8 | 9.9 | -7.3 | 1.5 | 110.7
> CCCCCCC(=O)N/N=C/c1c(O)n(CCCC)c(=S)[nH]c1=O
  -5.0 | 6.2 | -6.1 | 26.8 | 18.1 | -5.0 | -1.2 | 6.5 | 3.6 | 0.0 | 112.9
> Cc1cccc(-n2c(O)c(C)c(=O)[nH]c2=S)c1
  / | -2.4 | 6.5 | / | -25.0 | / | 0.4 | -0.5 | -1.3 | 3.4 | 103.2
> O=C1CC(=O)N(c2cccc(Cl)c2)C(=O)N1
  -2.3 | 9.3 | 3.6 | 21.7 | 8.7 | 0.2 | -1.6 | 4.4 | 5.9 | -0.9 | 103.3
> CC(=NCC1CCCO1)c1c(O)n(-c2ccccc2)c(=O)[nH]c1=O (stereo unspecified)
  0.7 | 10.5 | -6.1 | -15.9 | -4.3 | 1.5 | -2.1 | -19.8 | 2.6 | 2.7 | 95.0
> CCCCC(CC)COC(=O)c1ccccc1C(=O)OCC(CC)CCCC (stereo unspecified)
  2.6 | -9.0 | 3.3 | 73.5 | 2.4 | 0.5 | 1.6 | 7.9 | 3.0 | 1.9 | 115.8
> C/C(=N\N=C(N)N)c1ccccc1
  5.1 | 12.6 | 2.2 | -8.1 | 11.2 | 3.4 | -2.5 | 6.7 | 2.1 | 4.3 | 90.6

Screening data: PubChem, several laboratories
